# NCI-60 one-dose screen, 48 h, at 10 µM unless noted. Numbers give growth in % (100 = growth as untreated, 0 = no growth, -100 = all killed).
# SNB-75: SNB-75 CNS cancer. 79,000 compounds, 5% hits
# HCT-15: HCT-15 colon cancer. 82,000 compounds, 5.2% hits
# KM12: KM12 colon cancer cells | 82,000 compounds, 5% hits | AID 1794800
# HT29: HT29 colon cancer. AID 1794748. 81,000 compounds, 7.4% hits
# HCT-116: HCT-116 colon cancer | 82,000 compounds, 7.3% hits | AID 1794798
# SW-620: SW-620 colon cancer; AID 1794795; 82,000 compounds, 5.2% hits
# A498: A498 renal cancer cells | 76,000 compounds, 5.4% hits
# COLO 205: COLO 205 colon cancer | AID 1794742 | 79,000 compounds, 7.3% hits
# HCC-2998: HCC-2998 colon cancer; 79,000 compounds, 4.7% hits; AID 1794799
# * = called active by the depositor; . = not tested or not shown. How the source made its calls: active means growth percent below 10; inactive means the rest. Rows are unselected; 12% or so of the library scored in one or more.
SMILES,SNB-75,HCT-15,KM12,HT29,HCT-116,SW-620,A498,COLO 205,HCC-2998
CCOC(=O)c1cc2c(OC)c(OC)ccc2c2[nH]cc(C#N)c(=O)c12,78.4,90.6,96.3,90.2,59.1,95.4,101.1,97.4,92.7
Oc1[nH]c(=S)sc1/C=C1\C=Nc2ccccc21,96.6,100.1,103.5,102.6,100.3,103.4,80.9,109.6,98.8
C=C(C)[C@@H]1CC[C@]2(C=O)CC[C@]3(C)[C@H](CC[C@@H]4[C@@]5(C)CCC(=O)NC(C)(C)[C@@H]5CC[C@]43C)[C@@H]12,102.4,99.8,102.2,96.0,96.8,104.1,114.0,98.7,112.3
CC1=CC(=O)c2ccccc2C1=O,90.9,101.9,103.7,111.8,103.8,105.7,103.3,107.6,107.6
CC(=O)N1N=C(c2ccc(Cl)cc2)CC1c1cn(Cc2ccc(Cl)cc2)c2ccccc12 (configuration not stated),77.7,82.6,80.6,83.5,98.0,85.0,87.6,100.5,99.5
CCOC(=O)c1c(C)nc2c(c1N)CC(=O)N2c1ccccc1,65.1,97.2,100.3,96.7,98.0,113.8,89.9,120.2,114.6
O=C(CSc1nc2ccccc2c(=O)n1-c1ccc(Cl)cc1)Nc1ccc(-c2nc3ccccc3[nH]2)cc1,-39.1*,-7.1*,17.0,-38.9*,-84.3*,7.9*,108.6,-12.0*,4.3*
C1CCC(NCCNC2CCCCC2)CC1,93.3,100.6,110.4,97.0,101.7,97.2,89.4,104.7,116.0
COC(=O)C12[C@H]3C(=O)N(c4ccc(OC)cc4)C(=O)[C@H]3[C@@H](c3ccc(C)s3)N1[C@H](c1ccc(C)s1)[C@@H]1C(=O)N(c3ccc(OC)cc3)C(=O)[C@@H]12,59.8,94.3,97.5,111.4,86.5,94.6,78.9,102.0,107.2
COc1cccc(O)c1CN1CCC2(CCCN(Cc3ccc(F)cc3)C2)C1 (configuration not stated),79.6,88.0,83.4,86.3,70.3,90.4,83.1,102.1,81.2
CC(=O)Nc1ccc(S(=O)(=O)N/N=C\c2ccc(Cl)c(Cl)c2)cc1,81.7,117.8,107.1,101.9,101.3,99.7,72.7,109.0,.
COc1ccc(-c2nn(-c3ccccc3)cc2/C=C/C(=O)NNC(=O)Nc2ccc(Br)cc2)cc1,95.2,100.1,96.7,104.9,65.5,90.4,80.6,97.3,108.5
N#Cc1c(NC(=O)c2ccccc2)sc2c1CCC(=O)C2,-6.4*,-3.4*,8.5*,14.1,5.8*,11.6,78.3,-46.4*,.
O=C(COc1ccc(/C=C2\COc3ccc4ccccc4c3C2=O)cc1)c1ccc(Cl)cc1,64.1,93.3,.,94.6,94.5,97.2,98.4,118.6,105.1
Cc1nc2cc(C)c(C)cc2o1,91.5,110.8,118.7,115.6,116.8,110.6,103.3,122.5,102.9
COc1cccc(C=Nc2cc(C(C)C)c(O)cc2C)c1O,88.3,96.0,109.0,103.4,99.1,105.2,75.7,98.6,115.0
CC(=O)NC(Cc1c[nH]c2ccccc12)C(=O)O (configuration not stated),.,110.7,113.0,85.3,95.9,106.9,119.3,105.2,112.4
Cc1cc(NCCCNc2ccnc3cc(Cl)ccc23)nc(Nc2ccc(C(=O)N3CCCC3)cc2)n1,107.9,100.1,74.0,32.1,36.2,31.1,100.2,59.3,85.4
Oc1[nH]c(=S)sc1C=Nc1ccc(Cl)cc1,98.8,96.5,93.9,95.5,73.4,100.3,.,114.3,95.6
Cc1cc(O)ccc1C1=NN(c2ccc(S(C)(=O)=O)cc2)C(=O)CC1,75.2,44.9,47.6,38.9,52.4,46.6,.,65.8,78.6
COc1ccc(-c2nc(/N=C/c3ccc(O)c(O)c3O)n[nH]2)cc1,66.7,74.1,60.2,92.4,94.2,93.6,67.9,95.3,74.5
OCC1OC(n2cnc3c(N4CCCC4)ncnc32)C(O)C1O (configuration not stated),92.3,70.7,104.5,94.3,97.4,101.4,77.9,103.2,104.8
O=C1C(Cl)=C(NCCCN2CCOCC2)C(=O)c2ccccc21,78.3,79.5,91.4,93.7,97.5,79.2,110.1,86.9,91.3
CNN(C)c1c(C)cc(C)cc1C,105.2,105.7,108.5,112.0,98.2,125.8,96.1,103.8,.
Nc1nnc(-c2ccccn2)c(-c2c[nH]c3ccc(Br)cc23)n1,62.4,79.8,99.1,99.8,94.7,96.6,109.5,110.0,108.2
Cc1cc(-n2ccc(N)nc2=O)ccc1F,101.9,98.8,112.6,103.3,110.4,108.8,95.4,111.6,.
Cc1cnc2c(C)cccn2c1=O,98.9,104.5,103.8,101.7,97.7,107.6,86.4,97.5,102.4
O=C(Oc1c2c(nc3c1c1ccccc1n3Cc1ccccc1)-c1ccccc1C2)c1ccccc1Cl,78.7,89.0,85.8,84.1,90.3,99.3,99.8,95.7,89.2
O=C1OC(c2ccccc2)=N/C1=C\c1ccc(/C=C2\N=C(c3ccccc3)OC2=O)cc1,100.8,95.8,107.2,102.6,100.9,103.3,92.9,112.8,116.3
O=c1onc(-c2cc3ccccc3nc2Cl)n1-c1cccc2ccccc12,8.0*,21.6,44.2,39.6,40.2,29.7,90.8,56.4,71.1

# 5 compounds out of the list, arranged by length of the SMILES, smallest number first.
SMILES,SNB-75,HCT-15,KM12,HT29,HCT-116,SW-620,A498,COLO 205,HCC-2998
Cc1cnc2c(C)cccn2c1=O,98.9,104.5,103.8,101.7,97.7,107.6,86.4,97.5,102.4
CNN(C)c1c(C)cc(C)cc1C,105.2,105.7,108.5,112.0,98.2,125.8,96.1,103.8,.
O=C1C(Cl)=C(NCCCN2CCOCC2)C(=O)c2ccccc21,78.3,79.5,91.4,93.7,97.5,79.2,110.1,86.9,91.3
O=c1onc(-c2cc3ccccc3nc2Cl)n1-c1cccc2ccccc12,8.0*,21.6,44.2,39.6,40.2,29.7,90.8,56.4,71.1
O=C1OC(c2ccccc2)=N/C1=C\c1ccc(/C=C2\N=C(c3ccccc3)OC2=O)cc1,100.8,95.8,107.2,102.6,100.9,103.3,92.9,112.8,116.3

# (next part)
SMILES,SNB-75,HCT-15,KM12,HT29,HCT-116,SW-620,A498,COLO 205,HCC-2998
Cc1cnc(SCc2ccc(Cl)cc2)[nH]c1=S,85.2,100.6,96.3,82.9,101.0,111.3,90.7,120.7,108.5
COC1=CC(c2ccc[nH]2)=N/C1=C\c1[nH]c(C)c(C(=O)OCCn2cc(CCC[C@@H]3Cc4cc(O)ccc4C4CC[C@]5(C)[C@@H](O)CC[C@H]5C43)nn2)c1C (some centres not stated),44.7,25.0,66.9,18.9,81.6,56.3,49.6,80.5,85.7
COC(=O)c1ccc(SCCCN2CCOCC2)cc1,92.5,96.5,116.1,102.1,102.1,105.7,134.7,108.9,109.9
O=C(Nc1ccc(C2=NCCN2)cc1)c1cc(Cl)cc(C(=O)Nc2ccc(C3=NCCN3)cc2)c1,105.0,105.9,111.1,103.4,88.2,120.7,115.8,107.1,102.8
O=C1c2ccccc2C2/C(=C(Br)\C=C\Cc3ccc4c(c3)OCO4)CCCN12 (configuration not stated),97.0,93.1,98.3,120.8,94.1,99.6,92.4,117.0,117.8
O=Cc1ccc[n+](CC(=O)c2ccc(Br)cc2)c1,114.5,82.1,105.4,92.6,98.0,97.5,86.2,103.1,104.5
COC(=O)c1ccc(-n2cc(CCCOS(=O)(=O)c3ccc(I)cc3)nn2)cc1,93.8,105.5,99.8,100.7,100.8,99.0,80.5,109.4,109.8
CC(=O)c1c(C)cc(C)c(C)c1C,116.4,105.3,109.5,102.2,108.7,107.4,103.0,111.2,102.1
Cc1ccc(NC(=O)N2CCCCC2)cc1[N+](=O)[O-],90.5,96.0,111.3,102.7,94.7,73.3,107.4,99.4,103.4
CCC(=O)OCCN(C(=O)CC)c1ccccc1,101.1,99.8,98.4,101.8,107.4,104.7,82.4,108.3,111.1

# Single records (already shown). Order of screens: SNB-75, HCT-15, KM12, HT29, HCT-116, SW-620, A498, COLO 205, HCC-2998
# Results for O=Cc1ccc[n+](CC(=O)c2ccc(Br)cc2)c1 : 114.5, 82.1, 105.4, 92.6, 98.0, 97.5, 86.2, 103.1, 104.5
# Results for COC(=O)c1ccc(SCCCN2CCOCC2)cc1 : 92.5, 96.5, 116.1, 102.1, 102.1, 105.7, 134.7, 108.9, 109.9
# Results for COC1=CC(c2ccc[nH]2)=N/C1=C\c1[nH]c(C)c(C(=O)OCCn2cc(CCC[C@@H]3Cc4cc(O)ccc4C4CC[C@]5(C)[C@@H](O)CC[C@H]5C43)nn2)c1C (some centres not stated) : 44.7, 25.0, 66.9, 18.9, 81.6, 56.3, 49.6, 80.5, 85.7

# Carrying on.
SMILES,SNB-75,HCT-15,KM12,HT29,HCT-116,SW-620,A498,COLO 205,HCC-2998
CCN(C(=O)N1CCN(c2cc3c(cc2F)c(=O)c(C(=O)O)cn3C2CC2)CC1)c1nc(-c2ccccc2)cs1,31.3,9.6*,21.1,10.9,6.3*,23.3,5.7*,64.1,21.0
N#CSCN1C(=O)C=CC1=O,99.8,102.1,99.8,109.1,104.3,102.5,104.5,110.9,111.9
O=[N+]([O-])c1ccc2nc(-c3ccccc3)c(-c3ccccc3)nc2c1,85.4,74.1,104.6,92.0,82.9,83.3,80.4,109.7,108.2
COc1cc2c(c(OC)c1OC)CCC(c1cccc(C(=O)Nc3cccc(Br)c3)c1)O2 (configuration not stated),69.0,67.0,81.2,58.1,55.0,79.6,28.8,88.3,103.1
C#CC[N+]1=CN(c2ccc(C)cc2)Cc2cc(C)ccc21,90.9,96.3,96.9,90.0,87.1,99.3,.,104.1,103.0
CC(C)(C)c1ccc(C(=O)Nc2sc3c(c2C#N)CCC(=O)C3)cc1,-6.7*,-18.5*,12.0,5.0*,2.2*,-51.0*,89.8,-61.8*,48.1
O=C(Nc1ccc(NCCN2CCOCC2)nc1)c1ccncc1,.,104.6,104.3,111.4,98.5,108.3,102.9,106.3,113.2
O=c1c2cnn(-c3ccccc3)c2nc2n1N=C1c3ccccc3CN1N2,96.9,105.6,108.5,107.5,108.6,107.7,118.9,112.6,111.0
COc1cc(Nc2ncnc(Nc3ccc4c(n3)NC(=O)C(C)(C)O4)n2)cc(OC)c1OC,-80.3*,22.9,.,-12.6*,24.2,32.9,-75.1*,-2.7*,79.1
O=C(O)Cn1c(O)c(/C=C2/C=c3cc4c(cc3=NC2=O)OCCO4)sc1=S,100.9,98.5,104.3,119.4,102.9,113.1,118.3,119.4,109.4

# The last 3 entries of the section above are carried over, then new ones follow.
SMILES,SNB-75,HCT-15,KM12,HT29,HCT-116,SW-620,A498,COLO 205,HCC-2998
O=c1c2cnn(-c3ccccc3)c2nc2n1N=C1c3ccccc3CN1N2,96.9,105.6,108.5,107.5,108.6,107.7,118.9,112.6,111.0
COc1cc(Nc2ncnc(Nc3ccc4c(n3)NC(=O)C(C)(C)O4)n2)cc(OC)c1OC,-80.3*,22.9,.,-12.6*,24.2,32.9,-75.1*,-2.7*,79.1
O=C(O)Cn1c(O)c(/C=C2/C=c3cc4c(cc3=NC2=O)OCCO4)sc1=S,100.9,98.5,104.3,119.4,102.9,113.1,118.3,119.4,109.4
O=C(COc1ccc(/C=C2\SC(=O)NC2=O)cc1)Nc1ccc(C(=O)/C=C/c2cc3ccccc3nc2Cl)cc1,.,76.8,59.5,4.2*,-57.2*,88.7,80.7,96.3,64.6
Cn1c(N2CCCCC2)nc(-c2ccccc2)c(C#N)c1=O,95.1,97.1,114.9,116.2,.,107.4,103.5,107.4,116.1
O=[N+]([O-])c1ccc(N=Nc2ccc(O)cc2O)cc1,70.3,36.9,64.3,75.7,17.5,47.8,13.8,41.4,31.6
N#Cc1c(=O)n(O)c2ccccc2[n+]1[O-],92.2,100.4,109.4,107.5,106.7,105.4,80.2,102.5,106.4
O=C(Nc1ccc(NS(=O)(=O)c2ccc(F)cc2)cc1)C12CC3CC(CC(C3)C1)C2,90.0,86.8,99.4,89.6,97.8,99.4,90.8,101.2,96.4
COC(=O)[C@]1(C(C)C)N[C@H](c2cn(-c3ccccc3)nc2-c2ccccc2)[C@@H]2C(=O)N(c3ccc(Cl)cc3)C(=O)[C@@H]21,86.1,96.0,95.3,98.1,89.8,99.4,107.2,106.2,109.3

# Source: PubChem BioAssay
